Bioassay records: PubChem, The Scripps Research Institute Molecular Screening Center
PAFAH1B3 FP inh: inhibitors of human PAFAH1B3. Q15102. recombinant PAFAH1B3, FP-rhodamine probe, fluorescence polarization. inhibition, % at 3.39 µM. 340,000 compounds, 0.28% hits;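 active = inhibition above the screen-wide average of all tested compounds plus 3 SD, cut at about 25% in these data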;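 note: 0% = enzyme with DMSO only and 100% = wells lacking PAFAH1B3 protein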
PAFAH1B2 FP inh: blocks human PAF acetylhydrolase 1b catalytic subunit 2; recombinant PAFAH1B2, FP-rhodamine activity probe, fluorescence polarization; inhibition, % at 3.39 µM; 340,000 compounds, 1.2% hits; AID 492953;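 active = inhibition above the mean of all tested compounds plus 3 SD, cut at about 24% in these data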;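 note: 0% = enzyme with DMSO and 100% = wells lacking PAFAH1B2; many of its hits are not listed in these tables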
PREPL inhibitor: inhibits the human prolyl oligopeptidase-like enzyme. recombinant PREPL, fluorescence polarization activity-based probe. inhibition, % at 5.96 µM. 320,000 compounds, 0.68% hits; in the data active = inhibition above about 43%;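 note: 0% = enzyme with DMSO and 100% = wells lacking enzyme; many of its hits are not listed in these tables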
Target sequence (Q4J6C6 whole entry, looked up): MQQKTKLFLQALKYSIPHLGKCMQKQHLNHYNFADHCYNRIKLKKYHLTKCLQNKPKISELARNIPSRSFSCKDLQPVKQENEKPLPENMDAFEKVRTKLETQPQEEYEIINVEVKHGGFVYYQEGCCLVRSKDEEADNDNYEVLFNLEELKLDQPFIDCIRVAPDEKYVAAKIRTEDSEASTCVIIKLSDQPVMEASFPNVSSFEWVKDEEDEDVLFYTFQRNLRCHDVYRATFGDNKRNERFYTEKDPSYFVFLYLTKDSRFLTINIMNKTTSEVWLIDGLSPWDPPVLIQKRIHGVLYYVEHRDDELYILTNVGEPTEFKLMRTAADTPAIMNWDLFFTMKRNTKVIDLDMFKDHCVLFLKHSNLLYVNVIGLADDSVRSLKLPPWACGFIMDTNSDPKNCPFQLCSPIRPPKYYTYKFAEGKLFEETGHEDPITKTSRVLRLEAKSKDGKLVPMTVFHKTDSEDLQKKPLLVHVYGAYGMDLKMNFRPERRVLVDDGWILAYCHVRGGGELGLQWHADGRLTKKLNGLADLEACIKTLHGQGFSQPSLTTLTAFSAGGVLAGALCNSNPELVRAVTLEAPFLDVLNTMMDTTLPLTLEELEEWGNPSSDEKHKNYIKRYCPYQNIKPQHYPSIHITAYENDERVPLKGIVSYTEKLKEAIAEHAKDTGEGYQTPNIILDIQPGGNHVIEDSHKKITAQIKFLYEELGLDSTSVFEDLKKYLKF
EBNA-1 inh: blocks EBNA-1 binding to DNA | inhibition, % at 14.8 µM | EBNA-1 DNA binding, fluorescence polarization | 300,000 compounds, 0.34% hits; in the data active = inhibition above about 28%
PAFAH2 inh: PAFAH2 (human) inhibition; Q99487; AID 492956; recombinant PAFAH2, FP-rhodamine activity probe, fluorescence polarization; 340,000 compounds, 0.99% hits; inhibition, % at 3.39 µM;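 active = inhibition above the mean over all tested compounds plus 3 SD, cut at about 30% in these data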;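 note: inhibitors block probe labeling of enzyme so polarization drops; 0% = enzyme with DMSO and 100% = wells lacking PAFAH2 protein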
ZTA DNA inh: blocks Epstein-Barr virus ZTA, an EBNA-1 counter-screen; P03206; ZTA-DNA binding, fluorescence polarization; inhibition, % at 11 µM; 320,000 compounds, 0.15% hits; AID 2234; in the data active = inhibition above about 33%
LYPLA2 inh: counter-screen for PME1 inhibitors: inhibitors of human LYPLA2. O95372. recombinant LYPLA2, FP-Rh probe fluorescence polarization. inhibition, % at 5.9 µM. 320,000 compounds, 0.38% hits. AID 2177;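 active = inhibition above the screen-wide mean plus 3 SD, limit set per campaign, cut at about 26% in these data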;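 note: 0% = LYPLA2 with DMSO and 100% = wells lacking LYPLA2 enzyme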
Target sequence (O95372 whole entry, looked up): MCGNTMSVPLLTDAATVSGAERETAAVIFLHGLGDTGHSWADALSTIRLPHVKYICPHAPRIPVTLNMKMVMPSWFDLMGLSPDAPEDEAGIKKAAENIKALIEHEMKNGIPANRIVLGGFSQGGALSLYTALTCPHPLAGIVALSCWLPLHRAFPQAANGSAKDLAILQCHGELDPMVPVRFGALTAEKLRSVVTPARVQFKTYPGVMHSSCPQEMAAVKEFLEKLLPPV
pPAFAH inh: inhibitors of human plasma PAF acetylhydrolase (pPAFAH); Q13093; recombinant pPAFAH, FP-rhodamine probe fluorescence polarization; inhibition, % at 3.39 µM; 330,000 compounds, 1.5% hits; AID 463082;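 active = inhibition above the mean inhibition across the screen plus 3 SD, cut at about 25% in these data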;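 note: inhibitors block binding of the rhodamine activity-based probe so polarization drops; 0% = enzyme with DMSO and 100% = wells lacking pPAFAH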
LYPLA1 counter: blocks human lysophospholipase 1, a PME1 counter-screen. inhibition, % at 5.9 µM. 320,000 compounds, 0.16% hits. recombinant LYPLA1, FP-Rh probe fluorescence polarization;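 active = inhibition above the mean of all tested compounds plus 3 SD, set per campaign, cut at about 14% in these data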;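 note: inhibitors block serine hydrolase probe labeling of LYPLA1 so polarization falls; 0% = enzyme with DMSO and 100% = wells lacking LYPLA1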
An asterisk follows results filed as active; nt = no result given. A portion of the library. The share of hits here may be higher or lower than overall.

SMILES	PAFAH1B3 FP inh	PAFAH1B2 FP inh	PREPL inhibitor	EBNA-1 inh	PAFAH2 inh	ZTA DNA inh	LYPLA2 inh	pPAFAH inh	LYPLA1 counter
Nc1c(C(=O)Nc2ccc(Cl)cc2)sc2nc(N3CCOCC3)c3c(c12)CCCC3	2	-1	2	8	-1	17	-2	4	-2
COC(=O)CC(N)c1ccc(OC)c2ccccc12 (stereo not given)	-6	-2	-57	2	-2	7	0	2	0
O=C(COc1cc2oc(=O)c3c(c2cc1Cl)CCCC3)NCC1CCC(C(=O)O)CC1 (stereo not given)	1	-6	14	-18	-6	-7	13	-5	7
O=S(=O)(c1ccccc1)c1nc(-c2ccc(F)cc2)oc1N1CCOCC1	0	4	-1	-4	3	2	0	6	1
O=C(Cn1c2ccc(F)cc2c2nc3n(c(=O)c21)CCS3)NCC1CCCO1 (stereo not given)	2	-1	17	2	2	-5	-1	0	-1
O=C(COC(=O)Cc1ccccc1[N+](=O)[O-])NNC(=O)c1ccc([N+](=O)[O-])cc1	2	9	14	nt	3	-7	1	0	6
COc1ccc(CCNC(=O)CCCN2C(=O)C(c3ccccc3)Oc3cccnc32)cc1OC (stereo not given)	8	4	9	-1	1	-2	2	5	2
COC(=O)c1nnn(Cc2ccccc2)c1N	-1	-2	-4	5	0	-15	4	0	1
CC(Sc1ncnc2c1cnn2-c1ccccc1)C(=O)Nc1ccc(N2CCOCC2)cc1 (stereo not given)	3	-1	7	nt	-9	0	-4	3	-2
COc1cc(NC(=O)Cn2cnc(S(=O)(=O)N3CCCCC3)c2)cc(OC)c1OC	11	1	-3	-4	-1	-21	3	-1	2
CCCC(=O)Nc1ccc(Br)cn1	3	-4	6	8	-4	2	-2	5	-2
O=C(NNC(=O)C1C2C=CC(C2)C1C(=O)O)c1ccccc1O (stereo not given)	6	3	-9	0	3	8	5	3	-1
CCN(C(=O)CN1c2ccccc2CC1C)c1c(N)n(Cc2ccccc2)c(=O)[nH]c1=O (stereo not given)	-4	1	-3	5	-4	13	-2	-2	-2
Cc1cccc2c(N=NC(=O)c3ccc(NS(=O)(=O)c4cccs4)cc3)c(O)[nH]c12	24	39*	19	nt	21	-9	-8	28*	-7
CCOC(=O)N1CCN(C(=O)C2CCN(S(=O)(=O)N3CCC4(CC3)OCCO4)CC2)CC1	-3	-4	2	-11	-3	1	-3	-1	-2
CC(C)COP(=O)(OCC(C)C)C(Nc1ccccc1)c1ccc(F)cc1 (stereo not given)	3	7	7	-1	6	1	8	4	5
CCCCNCc1cccn1-c1ccccc1	-5	7	-17	-2	2	6	-3	0	0
Cc1ccc(C)c(CSc2nnc(CCN)o2)c1	5	4	-41	3	5	-4	8	-1	-1
CCN(C(=O)COC(=O)CNC(=O)c1ccc2ccccc2c1)C1CCS(=O)(=O)C1 (stereo not given)	7	4	29	-12	-2	12	-4	4	0
CC(C)(C)c1ccc(S(=O)(=O)NCc2ccc(C(=O)NCc3ccccn3)cc2)cc1	-8	1	17	1	7	4	7	-1	-2
CN(CCC#N)C(=O)COC(=O)c1ccc2c(=O)n3c(nc2c1)CCC3	-1	3	10	7	-1	-6	7	4	1
Cc1ccc(C#N)c(SCc2cc3c(cc2Cl)OCO3)n1	-4	0	4	-10	-3	-6	2	4	1
CC(=O)Nc1ccc(-c2csc(NCCc3ccccc3)n2)cc1	12	6	31	-2	9	0	3	5	-1
Cc1ccc(NC(=O)CN(C)C(=O)c2n[nH]c(=O)c3ccccc23)cc1	-4	1	2	5	-1	-5	-4	6	-3
CC1c2ccccc2N(NC(=O)Cc2ccccc2)C1C (stereo not given)	3	10	6	0	5	13	-3	3	-2
COc1ccccc1OCCn1cc(/C=N/n2cnnc2)c2ccccc21	3	8	-4	-19	-2	-17	2	-3	-2
O=C(c1sc2ccccc2c1Cl)N(Cc1ccco1)C1CCS(=O)(=O)C1 (stereo not given)	-3	-5	-1	-7	-9	-3	-2	4	0
C=CCNC(=S)N/N=C(\C)c1ccc(OC)cc1	7	6	0	4	3	-8	4	1	3
O=C(Cn1[nH]c(=O)c2ccccc2c1=O)OCC(=O)c1ccccc1	8	0	-6	nt	2	-1	-4	-7	-1
CCc1cccc2c(C#N)cn(CC(=O)NCc3ccco3)c12	8	0	12	-10	-1	2	4	-2	6
O=C(NCc1ccccn1)c1ccc(Cl)c(S(=O)(=O)Nc2ccccc2C(=O)NCc2ccccn2)c1	4	4	4	5	3	4	4	3	9
CCOP(=O)(O)c1cccc(OCCOCCOc2cccc(P(=O)(O)OCC)c2)c1	10	-1	0	10	-6	2	6	2	-1
COc1ccc2[nH]c3c(c2c1)CCN1C(=O)C(CC(=O)NCc2ccco2)C[C@H](C(=O)N(C(C)C)C(C)C)[C@@]31C (stereo not given in full)	9	3	nt	nt	-2	nt	nt	7	nt
Cc1noc(NS(=O)(=O)c2ccc(NC(=O)/C=C/c3ccc(C(C)C)cc3)cc2)c1C	14	3	17	20	0	2	1	16	-3
CCCc1cc(=O)c2ccc(OCC(C)=O)cc2o1	5	7	6	-12	4	-14	-7	-10	-3
Cc1ccc(N(C)S(=O)(=O)c2ccc3c(c2)NC(=O)C(C)S3)cc1 (stereo not given)	-1	18	2	12	-2	8	-1	6	-1
O=C(CC(=O)NN=C1CCCC1)NCCc1ccccc1	7	4	-31	7	4	10	-1	5	-6
O=C(CNC(c1ccccc1)c1ccccc1)Nc1ccccc1-c1ccccc1	4	-1	-8	0	-4	4	2	-6	-8
COc1ccc2[nH]c(C)c(C(=O)CN3CCc4cc(OC)c(OC)cc4C3)c2c1	-3	0	16	-3	6	-3	6	7	3
Cc1cccnc1NC(=O)CNC(=O)c1sc2ccccc2c1Cl	10	9	21	nt	3	-14	9	1	2
CCCCC(=O)Nc1cc(N(C)C)nc2ccccc12	5	0	-3	-3	2	8	2	2	1
CCN(CC)S(=O)(=O)c1ccc2[nH]cc(C(=O)NCCc3ccccc3)c(=O)c2c1	4	2	-2	5	2	25	-6	0	-15
CCOc1ccc(/C=C2\SC(=S)N(Nc3ccccc3)C2=O)cc1OC	1	-2	-4	-3	3	0	-6	3	-4
Cc1cccc(NC(=O)CN2C(=O)S/C(=C\c3cc(C)n(C)c3C)C2=O)c1	-2	-1	13	30*	-2	15	57*	6	-6
Cc1ccc(CNC(=O)c2cccc(S(C)(=O)=O)c2)cc1	11	4	-6	-1	-2	-12	1	-1	5
CCOc1cccc(-c2nc3c(s2)CCc2onc(-c4cccc([N+](=O)[O-])c4)c2-3)c1	4	-2	0	2	1	-12	3	3	0
COc1ccc2c(c1)[nH]c1c(=O)n(CCN(C)C)cnc12	-10	5	32	-3	4	2	-3	4	-3
COc1cccc(=O)c2c(C)oc(C)c12	5	-2	10	0	7	8	-5	-3	-1
COc1ccccc1C(=O)NCCC(=O)Nc1ccc(OC(F)(F)F)cc1	-3	2	-12	1	8	9	-1	5	4
c1ccc(Nc2nc(N3CCCCC3)nc(N3CCNCC3)n2)cc1	-6	2	6	-4	0	-10	-2	1	-4
CC(=O)N1CCN(CC(=O)Nc2ccccc2C(=O)NCc2ccc(C)cc2)CC1	1	0	7	-6	-1	5	3	2	-4
CCCc1cc(NCCCCO)n2c(nc3ccccc32)c1C#N	4	6	13	10	12	5	7	0	0
CCOC(=O)N1CCN(CC(=O)Nc2ccccc2C(=O)Nc2ccccc2)CC1	3	0	7	nt	7	-22	6	0	4
COCCn1c(C)cc(C(=O)COC(=O)CCc2ccc(S(=O)(=O)N3CCOCC3)cc2)c1C	10	6	11	8	9	0	9	4	7
CCCC[C@@H]1C[C@H]1[C@@H](NC(=O)c1ccco1)c1ccc(Cl)cc1	-4	3	9	10	2	-20	-7	7	-3
CCOC(=O)Cn1cnc2c(nnn2-c2ccc(OC)cc2)c1=O	5	2	-1	9	2	10	-2	4	-3
O=C(NNC(=O)c1ccc(NC(=O)c2ccccc2)cc1)Nc1ccccc1	0	-4	5	0	0	-2	-1	-1	1
Cc1ccccc1Cn1nc(C)c(NC(=O)C2c3ccccc3Oc3ccccc32)c1C	-1	0	-4	-12	-3	6	5	4	5
Cc1nn(-c2ccccc2)c(N2CCCC2)c1/C=N/NC(=O)c1cc2ccccc2cc1O	19	0	9	9	-14	-1	1	22	-10
COc1ccc(Cc2nnc(NC(=O)c3ccc(F)cc3)s2)cc1OC	11	3	4	-9	-1	-29	1	5	1

(next part)
SMILES	PAFAH1B3 FP inh	PAFAH1B2 FP inh	PREPL inhibitor	EBNA-1 inh	PAFAH2 inh	ZTA DNA inh	LYPLA2 inh	pPAFAH inh	LYPLA1 counter
OC1CCCN(Cc2cn(Cc3ccccc3)nc2-c2cc3ccccc3o2)C1 (stereo not given)	4	2	-14	7	-8	9	-7	3	-4
COc1ccc(OCC(=O)Nc2nnc(C)s2)cc1	0	-1	8	5	1	11	4	7	2
COc1ccccc1-n1c(=O)c2c3c(sc2n2c(=S)[nH]nc12)CCC3	0	3	16	4	14	4	7	2	-1
Cc1ccc(NC(=O)CC(N)=S)cc1	-4	7	12	6	-4	9	-2	-6	-2
CCOc1ccc2nc(NCCCNS(=O)(=O)c3ccccc3)c(C#N)cc2c1	4	5	11	-5	2	7	0	14	-3
COC(=O)c1ccc(OCc2nc(N)nc(N3CCOCC3)n2)cc1	6	1	16	6	-4	-3	4	1	-1
CCc1nnc(NC(=O)CSc2nnc(-c3ccccc3NC(=O)c3ccccc3)o2)s1	3	4	3	-6	34*	-2	-4	0	-1
Cc1cccc(NC(=O)c2cc([N+](=O)[O-])ccc2NC2CCCCC2)c1	-5	-5	3	4	-10	-10	-17	-2	-8
Cn1c2c(c(=O)[nH]c1=O)C(c1ccc(O)cc1)C1=C(N2)c2ccccc2C1=O (stereo not given)	nt	nt	4	-2	nt	5	-3	11	0
COc1ccc(NC(=O)Nc2ccc3nc(C)c(C)nc3c2)cc1	3	3	17	-7	-10	1	-12	-2	-6
Cc1cc(C)nc(SCCc2ccncc2)n1	0	-1	-5	-6	5	4	-2	1	-2
Cc1cc(Nc2ccc(C)c(Cl)c2)nc(N2CCOCC2)n1	nt	nt	37	-3	nt	7	3	8	2
Cc1ccc(NCc2nnc(SCC(=O)c3ccccc3)n2Cc2ccco2)c(C)c1	4	-2	3	3	4	-8	-1	17	1
CCN(CC)CCn1c(NC(=O)c2ccc(Cl)cc2)nc2ccccc21	4	1	-1	7	0	6	-5	13	-3
O=C(COC(=O)c1ccc(Cl)nc1)Nc1cc(S(=O)(=O)N2CCCCC2)ccc1Cl	6	0	4	-3	38*	-6	-3	3	-4
N#CCCN/N=C(\Cc1nc2ccccc2[nH]1)c1ccccc1	11	2	7	10	11	3	0	6	-4
C1CC1Cc1noc(CN2CCN(CC3CC3)CC2)n1	-1	2	-11	-2	-4	16	-3	1	-2
CCc1nnc(NC(=O)c2ccc(S(=O)(=O)N(C)c3ccccc3)cc2)o1	9	7	4	8	2	17	2	7	-3
Cc1ccc(C(=O)OCC(=O)NC2CCCC2)cc1C	9	4	3	-5	87*	-4	-6	17	-4
O=C(O)c1ccc(N2C(=O)c3cccc(Oc4ccc(Cl)cc4)c3C2=O)cc1	-1	0	-3	15	4	5	-1	1	0
